SRC1 TRFRET art = TR-FRET artefact, counter-screen to PPARgamma/SRC-1 agonist assay; TR-FRET detection artefact counter-screen, emission ratio; active compounds read high; TR-FRET ratio at 8 µM; 0.34% of 99,000 active; AID 1051; in the data active = TR-FRET ratio above about 2300; also: inactives centre near 1800; reference of the scale not given here
SRC3 TRFRET art = counter-screen for PPARgamma SRC-3 recruitment agonists: TR-FRET artefact; 0.39% of 99,000 active; TR-FRET ratio at 8 µM; PPARgamma/SRC-3 format; active compounds read high; in the data active = TR-FRET ratio above about 2000; also: inactives centre near 1600; reference of the scale not given here
Active calls of the source: *. Compounds were not picked by outcome, and some 0.65% of all compounds hit somewhere here.

SMILES	SRC1 TRFRET art	SRC3 TRFRET art
O=C(NCC(c1cccs1)N1CCOCC1)c1ccccc1NS(=O)(=O)c1ccc(Br)cc1 (stereo unspecified)	1986	1422
Cn1nc(-c2ccccc2)c(/C=N/O)c1Cl	1879	1633
O=C(Nc1ccccc1C(=O)N1CCCCC1)C1CCCCC1	1827	1602
COc1cc2c(cc1[N+](=O)[O-])n(C(C)C)c(=O)n2C(C)C	1712	1734
COc1ccc2c(c1)C(c1cccs1)=NNC(c1cccnc1)=N2	1644	1785
Cc1cc(Cl)nc(-c2ccccc2)n1	1427	1421
COc1ccc(CC(=O)NCc2nnc(SCC(=O)c3ccc(OC)cc3)n2C)cc1	1965	1612
COC(=O)c1sc(-c2ccccc2)cc1NC(=O)C1CC1	2544*	2499*
COCCOC(=O)C1=C(C)NC(=O)NC1c1c(OC)ncnc1OC (stereo unspecified)	1984	1478
CC(=O)Nc1ccc(OCC(O)Cn2ccnc2C)cc1 (stereo unspecified)	1683	1702
O=C1/C(=C/c2ccncc2)CCC/C1=C\c1ccncc1	1624	1315
CCOC(=O)COc1ccc2c(=O)c(-c3ccccc3OC)coc2c1	1669	1569
O=C(CSCc1cccc(Cl)c1)Nc1ccccc1-c1ccccc1	2037	1517
COc1ccc(-n2cc(-c3ccccc3)c3c(N4CC(C)OC(C)C4)ncnc32)cc1 (stereo unspecified)	1960	1520
CCCCCCC(=O)NNC(=O)CC(=O)Nc1ccccc1C(=O)O	1504	1509
Cc1[nH]c2ccc(-c3n[nH]c(=S)n3Cc3ccccc3)cc2c1C	1745	1535
O=C(CSc1nnc(SCc2ccccc2)s1)N/N=C/C=C/c1ccccc1[N+](=O)[O-]	2006	1667
N/C(=N\OS(=O)(=O)c1ccc2ccccc2c1)c1ccccn1	1735	1455
CC1C(=O)N(Cc2ccc([N+](=O)[O-])cc2)c2ccccc2N1C(=O)C1CC1 (stereo unspecified)	1935	1552
O=C(NCC1CCCO1)c1ccc(Cn2c(=S)[nH]c3ccccc3c2=O)cc1 (stereo unspecified)	1982	1578
CCCCn1c(=O)n(CC(=O)Nc2ccc(C)c(Cl)c2)c(=O)c2c1ncn2Cc1ccco1	1912	1493
COc1ccc(Cn2c(=O)[nH]c3cc(C(=O)NC4CCCC4)ccc3c2=O)cc1	1994	1569
COc1ccccc1N1CCN(C(=O)CSc2nnc(NC(=O)C(C)C)s2)CC1	1721	1525
CCCn1c(SCCC(=O)O)nc2ccccc21	1909	1393
COc1cc(Cl)c(C)cc1NC(=O)CN(C)Cc1cccc(OC)c1OC	1826	1710
Continued:
SMILES	SRC1 TRFRET art	SRC3 TRFRET art
CCOc1ccc(S(=O)(=O)N(C)c2ccc(OCC(=O)NCc3cccnc3)cc2)cc1	1675	1513
CCCCN1C(=O)Nc2ccccc2S1(=O)=O	1752	1452
COc1cccc(CN(C)C(=O)c2cc(COc3c(F)cccc3F)on2)c1	1673	1466
COc1cc(NC(=O)CN2C(=O)CN(C)C2=O)c(C)cc1[N+](=O)[O-]	1550	1578
CSc1nc2ccc(NS(=O)(=O)c3ccc4c(c3)OCCO4)cc2s1	1981	1703
CCc1nnc(NC(=O)CCC(=O)NCCc2ccc(OC)c(OC)c2)s1	1926	1532
COCCN(C(=O)CSc1nc2nc(C)cc(C)n2n1)c1c(N)n(Cc2ccccc2)c(=O)[nH]c1=O	1926	1644
CCC(C)NC(=O)c1ccc(C2SCC(=O)N2Cc2ccccc2)cc1 (stereo unspecified)	2203	1722
Cc1ccc(C2OC34CCCCCC3C(C#N)(C(=N)O4)C2(C#N)C#N)cc1 (stereo unspecified)	1677	1561
COC(=O)c1cc2c(ccn2-c2ccc(F)cc2)n1Cc1ccc(OC(C)=O)cc1	1799	1770
Cc1cnc(C(=O)OCC(=O)Nc2ccc(C)c(S(=O)(=O)N3CCCCC3)c2)cn1	1671	1594
CC1(C)CC(=O)C(C(C2=C(O)CC(C)(C)CC2=O)c2ccc(Br)s2)C(=O)C1 (stereo unspecified)	1891	1452
O=C(Cn1nnc(-c2ccccc2)n1)c1ccccc1	1801	1465
CCc1nc(-c2ccc(OC)c(OC)c2)cc2cc(OC)c(OC)cc12	1773	1612
CCCN(CCC)CCNC(=O)C1c2ccccc2C(=O)N2CCc3ccccc3C12 (stereo unspecified)	1855	1799
CCOc1ccc(CCNC(=O)COC(=O)c2cc(OC)c(OC)c(OC)c2)cc1OCC	2144	1672
CCCCOC(=O)Nc1nnc(Cc2ccc(Cl)cc2)s1	1688	1530
Cc1cc(C)c2nc(-c3ccccn3)cc(C(=O)Nn3cnnc3)c2c1	1938	1527
CC(C)Oc1ccc(C(=O)OC(C)C(=O)Nc2nc(-c3cccc([N+](=O)[O-])c3)cs2)cc1 (stereo unspecified)	1967	1751
COc1ccc(C2c3[nH]c4ccccc4c3CCN2C(=O)c2ccc(=O)n(C)n2)c(F)c1 (stereo unspecified)	1465	1276
O=C(CCCSc1nc2ccccc2[nH]1)Nc1nnc(C2CC2)s1	1798	1485
O=[N+]([O-])c1ccc(CN2CCN(Cc3c[nH]c4ccccc34)CC2)cc1	1673	1412
CCOC(=O)C(=O)NC(C)c1ccccc1 (stereo unspecified)	1839	1646
COc1ccccc1CN1C[C@@H]2C[C@@H](c3[nH]c4ccc(C)cc4c3C)N3CCC[C@@]23C1=O	1920	1572
COc1ccc(C)c2sc(N(CCCN(C)C)C(=O)c3ccc(S(=O)(=O)N(C)C)cc3)nc12	1875	1482
Next entries.
SMILES	SRC1 TRFRET art	SRC3 TRFRET art
COc1ccc(N2C(=O)CC(N3CCN(Cc4ccc5c(c4)OCO5)CC3)C2=O)cc1 (stereo unspecified)	1749	1783
COC1(OC)N=C(N)C2(C#N)C(c3ccc(F)cc3)C12C#N (stereo unspecified)	1964	1553
Cc1cc(SCC(=O)c2cccs2)n2nc(C)c(-c3ccc(Cl)cc3)c2n1	1698	1576
CC1(C)OC(=O)C(=CNC(CO)C(=O)O)C(=O)O1 (stereo unspecified)	2001	1590
O=C(Nc1cccc(F)c1)c1ccco1	1744	1880
Cc1c(Cl)cccc1NC(=S)N1CCCN(Cc2ccccc2F)C1	1844	1554
COc1cccc(=O)c2c(C)n(CC(=O)c3ccccc3)c(C)c12	1796	1479
O=S(=O)(Nc1ncccn1)c1ccc(NC(=S)NCCc2ccccc2)cc1	1736	1617
CCOC(=O)C(NCCc1ccccc1)(NC(=O)CC)C(F)(F)F (stereo unspecified)	1754	1433
CC(=O)c1cc2c(cc1NC(=O)c1cc(C)nn1-c1ccccc1)OCO2	2097	1753
Cc1c(NS(=O)(=O)c2ccc(NCCN3CCOCC3)c([N+](=O)[O-])c2)c(=O)n(-c2ccccc2)n1C	1487	1375
O=C(O)C1=C[C@@H](c2coc3ccccc3c2=O)C[C@@H](OCCCCO)O1	1493	1495
Nc1c(C(=O)NCCC2=CCCCC2)sc2ccc(S(=O)(=O)N3CCCCC3)cc12	1887	1642
O=C(NNc1ccc(Cl)nn1)c1ccc(Cl)cc1	1897	1591
O=C1CCCC(O)=C1C1C2=C(CCCC2=O)OC2=C1C(=O)CCC2	1764	1613
Cc1ccc(-c2n[nH]c(=O)c3ccccc23)cc1S(=O)(=O)Nc1ccccc1	1590	1475
O=C(Nc1ccc(Cl)cc1)Nc1cccc(C(=O)O)c1	1848	1479
S=c1[nH]nc(CNc2cccc(Cl)c2)o1	2089	1570
CC(=O)c1c(C)[nH]c(C(=O)N(CCc2ccccc2)Cc2ccccc2)c1C	1835	1534
CC(C)(C)C(=O)Cn1nc(Cl)nc1Cl	1710	1558
COc1cccc(-c2noc(-c3ccc(Cl)nc3)n2)c1	1831	1587
O=C(NC1CC1)C1=C[C@H](c2csc3ccccc23)C[C@H](OCCCCO)O1	1697	1492
CCOC(=O)C1CCCN(Cc2nc(Cc3cccc(F)c3)no2)C1 (stereo unspecified)	2035	1773
CC1=CCC(C(=O)O)(C(=O)N/N=C/c2cccnc2)C(c2ccccc2)C1 (stereo unspecified)	1792	1418
O=C1CCCS(=O)(=O)c2ccccc21	1770	1442
Remaining list, next part.
SMILES	SRC1 TRFRET art	SRC3 TRFRET art
CC(C)CCCCCCNC(=S)Nc1ccc(S(=O)(=O)N2CCOCC2)cc1	1915	1500
CC1(C)NC(=O)N(CCCCOc2cccc(C(F)(F)F)c2)C1=O	1875	1582
CCOC(=O)C1CCN(C(=O)/C(C)=C\c2ccccc2)CC1	1796	1563
CCCCCCCCCOC1OC(CO)C(O)C(O)C1NC(C)=O (stereo unspecified)	1834	1478
Cc1cc(C2C(=O)C(C(=O)c3ccc(Cl)cc3)C(=O)CC2(C)C)on1 (stereo unspecified)	1749	1566
CC1CCC2C(C1)Nc1c(C(=O)O)cccc1C2(C)C (stereo unspecified)	1744	1412
O=C(Cc1ccc(-n2c(=O)c3ccccc3n(Cc3ccccc3F)c2=O)cc1)NCC1CCCO1 (stereo unspecified)	1592	1755
COc1ccc(CN(C)CC(=O)Nc2ccc(Cl)cc2C(F)(F)F)c(OC)c1	1718	1589
Cn1c(=O)oc2cc(S(=O)(=O)N3CCN(c4ccccn4)CC3)ccc21	1672	1453
Cc1cc2nccc(-c3ccco3)n2n1	1861	1649
Cc1cc(C(=O)CCl)c(C)n1CCc1ccc(Cl)cc1	1931	1296
CCC(C)[C@H](N)c1cn([C@@H](Cc2cc3ccccc3[nH]2)C(=O)N2CCNCC2)nn1 (stereo partly specified)	1634	1467
Cc1ccc(-c2nnc(Cc3ccc([N+](=O)[O-])cc3)o2)cc1	1877	1772
CCCCC[C@H](O)/C=C/[C@@H]1[C@@H](C/C=C\CCCC(=O)OC)[C@@H](O)C[C@H]1O	1738	1546
CC1CCN(c2nc3c(c(=O)[nH]c(=O)n3C)n2CC(C)CSc2nnnn2-c2ccccc2)CC1 (stereo unspecified)	1788	1604
CCOc1ccccc1CNCc1ccc(C(=O)O)cc1	1631	1483
CCn1ncc([N+](=O)[O-])c1C(=O)Nc1cc(C)on1	1687	1579
CC(C)NC(=O)C12CC3CC(C1)CC(C(=O)NC(C)C)(C3)C2	1765	1751
Fc1ccc(-n2cc(CNCCc3cccnc3)c(-c3ccccc3Cl)n2)cc1	1562	1353
COc1ccc([N+](=O)[O-])cc1Nc1ncnc2ccccc12	1767	1554
NC(=O)C1=C[C@@H](c2ccccc2)C[C@@H](OCc2ccc(CO)cc2)O1	1840	1716
O=C(NC1CC(=O)c2sccc21)c1cccc(C(F)(F)F)c1 (stereo unspecified)	1795	1494
O=C(N/N=C/c1cccs1)/C(=C/c1ccccc1)NC(=O)c1ccccc1	1871	1546
O=C(COC(=O)c1cccc(S(=O)(=O)NCc2ccccc2)c1)c1ccc2c(c1)OCCO2	2044	2033
C=CCn1c(-c2c(C)nc3cc(C)ccn23)n[nH]c1=S	1470	1372
The list goes on:
SMILES	SRC1 TRFRET art	SRC3 TRFRET art
CC1Cc2ccccc2N1C(=O)CSc1nc(-c2ccccc2)cs1 (stereo unspecified)	1729	1567
O=C(COc1ccccc1[N+](=O)[O-])NNC(=O)Nc1cccc2ccccc12	1589	1532
O=C(NC(=S)NC(c1ccccc1)c1ccncc1)c1ccccc1 (stereo unspecified)	2061	1487
CCOC(=O)c1cc2c(ccn2-c2ccc(F)cc2)n1CC(=O)NC(C)(C)C	1704	1567
Cc1ccc2c(CC(=O)Nc3cccc(S(=O)(=O)N4CCOCC4)c3)coc2c1	1907	1893
N#C/C(=C/c1ccc(N2CCOCC2)o1)C(=O)N1CCOCC1	1551	1283
CCOC(=O)C1(CC2CCCCO2)CCN(C2CCSCC2)CC1 (stereo unspecified)	1542	1458
Cc1scc(C(=O)O)c1-c1c(C(=O)O)csc1C	1647	1457
CCN(CC)C(=O)Oc1ccc2ccccc2c1Br	2093	1808
O=C(NCc1ccc(F)cc1)C1CCCN(c2nc3ccsc3c(=O)s2)C1 (stereo unspecified)	1607	1481
CCC(C)(C)c1ccc(OCC(=O)N(C)C)c(C(C)(C)CC)c1	1584	1527
C=CCn1c(=O)c2ccccc2n2c(SCC(=O)Nc3sc(C)c(CC)c3C(=O)OCC)nnc12	1803	1475
CCOC(=O)c1c(NC(=O)COC(=O)c2ccccn2)sc2c1CCC2	1781	1657
CC(=O)OC1CSC2c3ccccc3C(=O)N2Cc2sccc21 (stereo unspecified)	1803	1576
CCCNC(=O)COc1ccccc1[N+](=O)[O-]	1768	1386
O=C(NCc1ccc(F)cc1)C1CCN(S(=O)(=O)N2CCCC2)CC1	2157	1602
COC(=O)CCC(=O)NC(=S)Nc1c(C)cccc1C	1580	1613
O=C(OCC(=O)c1ccc(Cl)s1)c1ccccn1	1994	1529
Oc1ccc(O)c(-c2cnns2)c1	1736	1454

Bioassay records (PubChem)
